TNF necrop inh – blocks TNF-alpha induced death of Jurkat FADD-/- cells | 220,000 tested, 0.068% active | activation (protection from cell death), % at 10 µM | AID 463075 | Jurkat FADD-/- TNF necroptosis rescue, ATP luminescence, 24 h; 0 = TNF only, 100 = no-TNF cells;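 active = activation, meaning protection from cell death, of at least 50% relative to plate controls; inactive = activation below 50%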;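 note: necroptosis triggered by 40 ng/mL TNF-alpha added together with compound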
PPC-1+TRAIL kill – PPC-1 cancer cell killing with TRAIL present; PPC-1 cells + TRAIL, ATPLite viability luminescence; cell killing (% activity), % at 4 µM; 220,000 tested, 0.41% active; AID 1443;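 active = cell killing above 50% in the first pass at 4 µM, then a duplicate retest at 5 µM averaging 50% or more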;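 note: plate controls were cells with TRAIL plus DMSO for no effect and medium-only wells lacking cells for full effect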
Tb hexokinase – blocks Trypanosoma brucei hexokinase 1 activity; 220,000 tested, 0.11% active; inhibition, % at 10 µM; AID 1430; recombinant TbHK1, G6PDH-coupled NADH A340;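 active = inhibition of 50% or more in the single-dose primary screen; inactive = inhibition below 50%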
Wee1 stabilizer – blocks degradation of human Wee1 kinase | 220,000 tested, 1.2% active | reporter increase, % at 5 µM | P30291 | HeLa Luc-Wee1K328M stability, luciferase luminescence; 100% = proteasome inhibitor MG132 effect;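 active = activation above the mean of all tested compounds plus 3 SD, set per screening run, cut at about 8.8% in these data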;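 note: cells exposed to compound for 20 h before luminescence read; 0% = DMSO alone and 100% = MG132 at 30 µM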
EP2 antag – EP2 receptor (human) inhibition | C6 glioma cells expressing human EP2, cAMP TR-FRET; cells stimulated with saturating PGE2 | inhibition, % at 25 µM | 260,000 tested, 0.52% active | AID 1422;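 active = percent inhibition above 40 after rounding to a whole number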;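 note: rat C6 glioma host cells with rolipram phosphodiesterase inhibitor present; the protocol text gives 20 µM as final concentration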
Target sequence (P43116 whole entry, looked up): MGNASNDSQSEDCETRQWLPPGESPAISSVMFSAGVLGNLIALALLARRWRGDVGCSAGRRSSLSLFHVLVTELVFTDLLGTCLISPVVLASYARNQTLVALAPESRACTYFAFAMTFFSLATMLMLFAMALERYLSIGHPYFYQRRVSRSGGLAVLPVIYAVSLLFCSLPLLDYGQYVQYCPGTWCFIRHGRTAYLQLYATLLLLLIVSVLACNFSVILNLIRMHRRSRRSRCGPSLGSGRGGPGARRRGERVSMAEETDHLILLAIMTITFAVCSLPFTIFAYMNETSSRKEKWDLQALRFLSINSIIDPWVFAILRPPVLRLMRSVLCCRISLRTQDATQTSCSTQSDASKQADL
zVAD death inh – blocks zVAD induced death of L929 cells; AID 1377; 220,000 tested, 0.38% active; viability rescue, % at 10 µM; L929 zVAD necroptosis rescue, ATP luminescence, 24 h; with zVAD 60 µM;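 active = activation, scaled between plate controls, above about 75%, limit read from the data; inactive = activation under that limit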;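 note: 0% = zVAD with DMSO and 100% = DMSO alone without zVAD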
FXIa inh – blocks human coagulation factor XIa protease activity. inhibition, % at 5 µM. P03951. 220,000 tested, 0.14% active. purified FXIa, Boc-Glu-Ala-Arg-AMC fluorogenic substrate;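 active = inhibition of at least 40%; inactive = inhibition below 40%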;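 note: fluorescence of freed AMC excited at 355 nm; 0% = enzyme without compound and 100% = no enzyme blank; many of its hits are not listed in these tables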
Target sequence (P03951 19-387 limits assumed): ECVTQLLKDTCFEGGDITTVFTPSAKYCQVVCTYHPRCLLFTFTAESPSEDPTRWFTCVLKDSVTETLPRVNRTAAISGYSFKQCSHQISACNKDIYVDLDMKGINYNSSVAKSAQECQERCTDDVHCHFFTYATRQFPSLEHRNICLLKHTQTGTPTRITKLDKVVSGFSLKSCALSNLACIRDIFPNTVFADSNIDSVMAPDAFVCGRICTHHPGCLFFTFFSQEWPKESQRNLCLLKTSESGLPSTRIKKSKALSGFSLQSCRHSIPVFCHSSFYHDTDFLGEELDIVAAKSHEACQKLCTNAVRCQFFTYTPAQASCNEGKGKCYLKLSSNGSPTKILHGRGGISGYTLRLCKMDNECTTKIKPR
Target sequence (P03951 388-625 limits assumed): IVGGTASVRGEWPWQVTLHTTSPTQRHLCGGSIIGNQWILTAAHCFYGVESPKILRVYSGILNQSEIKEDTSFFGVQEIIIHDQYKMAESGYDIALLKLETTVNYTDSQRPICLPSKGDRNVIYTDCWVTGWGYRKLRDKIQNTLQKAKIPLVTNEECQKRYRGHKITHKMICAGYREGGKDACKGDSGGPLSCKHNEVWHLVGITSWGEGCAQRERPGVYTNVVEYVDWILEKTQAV
CHOP inhibitor – CHOP inhibition in unfolded protein response. CHO-K1 CHOP-promoter luciferase, tunicamycin-induced, 15-18 h. 220,000 tested, 3.8% active. inhibition, % at 10 µM. AID 2732;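 active = compounds that reduced the stress-induced luciferase reporter signal by more than about 70% of percent inhibition, limit read from the data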;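 note: 0% = tunicamycin plus vehicle and 100% = wells without tunicamycin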
FXIIa inh 1536 – inhibitors of human coagulation factor XIIa. inhibition, % at 5 µM. 220,000 tested, 0.3% active. purified FXIIa, Boc-QGR-AMC fluorogenic substrate, 2 h. P00748; in the data active = inhibition above about 40%;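 note: 0% = enzyme with no compound and 100% = blank without enzyme; many of its hits are not listed in these tables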
* = called active by the depositor; x = no result given; & = joins results of further samples. A portion of the library, so the mix of outcomes need not match the whole.

A first look (three entries):
SMILES	TNF necrop inh	PPC-1+TRAIL kill	Tb hexokinase	Wee1 stabilizer	EP2 antag	zVAD death inh	FXIa inh	CHOP inhibitor	FXIIa inh 1536
COC(=O)c1c(C(=O)OC)c2n(c1C)Cc1ccccc1C2	-3.0	-8	5	-2	5	0.4	-2	-22	-9
Cc1cccc(OCC(=O)NC(=S)Nc2ccc(S(=O)(=O)NC3CCCCC3)cc2)c1	-1.1	18	12	1	6	0.3	-5	53	-9
CSCC[C@H](NC(=O)OC(C)(C)C)c1nnc(SCC(N)=O)o1	0.0	15	-3	1	4	1.9	-6	29	-1

All compounds of this part, previewed entries included:
SMILES	TNF necrop inh	PPC-1+TRAIL kill	Tb hexokinase	Wee1 stabilizer	EP2 antag	zVAD death inh	FXIa inh	CHOP inhibitor	FXIIa inh 1536
COC(=O)c1c(C(=O)OC)c2n(c1C)Cc1ccccc1C2	-3.0	-8	5	-2	5	0.4	-2	-22	-9
Cc1cccc(OCC(=O)NC(=S)Nc2ccc(S(=O)(=O)NC3CCCCC3)cc2)c1	-1.1	18	12	1	6	0.3	-5	53	-9
CSCC[C@H](NC(=O)OC(C)(C)C)c1nnc(SCC(N)=O)o1	0.0	15	-3	1	4	1.9	-6	29	-1
COCCCNCCCOc1ccc(C)cc1Br	4.0	21	22	-3	8	-0.4	7	23	15
CCC1CSC(Nc2ccc(C(=O)/C=C/c3cccc(C)c3)cc2)=N1 (stereo not given)	1.8	8	-5	-1	11	2.4	2	35	9
COCC(=O)Nc1ccc(S(=O)(=O)Nc2ccccn2)cc1	-0.1	13	-1	6	7&6	1.5	3	2	8
CC(C)CNC(=O)COC(=O)c1cccc(S(=O)(=O)NCC(F)(F)F)c1	0.1	23	-2	0	3	-0.4	4	18	15
COc1ccc(/C=N/NC(=O)CN(C2=NS(=O)(=O)c3ccccc32)c2ccccc2)cc1	2.4	7	1	1	9	1.4	2	25	10
O=C(O)c1ccc2c(c1)C(=O)N(NC(=O)c1ccc(O)cc1)C2=O	0.7	4	-3	7	0	0.6	6	-14	10
O=C(Cc1ccccc1F)c1ccc(O)cc1O	-1.3	6	-27	0	4	1.3	0	8	15
COc1ccc(/C=C2\SC(c3ccc(C)cc3)=NC2=O)cc1OC	1.6	17	-25	0	21	2.3	-6	37	-2
O=C(Nc1ccc(Cl)cc1)N1CCOC12CCC1(CC2)OCCO1	2.5	11	2	-3	12	5.9	-2	-1	1
c1ccc(-c2nnc(OCc3cccnc3)c3ccccc23)cc1	1.3	9	6	-3	-2	-1.3	3	8	12
CN(CCOc1ccccc1)CC(=O)Nc1cc([N+](=O)[O-])ccc1Cl	-0.5	28	2	0	4	0.1	30	24	32
COC(=O)c1ccccc1NC(=O)Nc1ccc(C)cn1	-0.1	16	7	-1	10	-1.0	-1	13	3
CN(Cc1cccnc1)Cc1cn(C)nc1-c1cccc(Cl)c1	1.5	22	2	-3	5	1.9	-7	6	5
COC(=O)c1ccc(C)c(NC(=O)c2ccc(Cl)c([N+](=O)[O-])c2)c1	0.4	4	24	-2	18	0.4	8	-6	15
COc1ccc(-c2cn3cccnc3n2)cc1F	0.8	37	7	7	16	0.3	0	12	-15
COc1ccc(OC)c(NS(=O)(=O)Cc2ccccc2)c1	1.8	17	21	-2	x	-0.5	5	-2	3
O=C(NNc1ncc(C(F)(F)F)cc1Cl)c1ccc(Cl)c(Cl)c1	-1.6	10	-10	-1	10	-0.1	5	27	10
Cc1ccc2cc(CN(Cc3ccco3)C(=S)NCC3CCCO3)c(=O)[nH]c2c1 (stereo not given)	1.4	-2	-3	-3	14&6	0.8	-4	8	4
CCN(CC)c1cnn(C/C(=N\OC)c2ccc(Cl)cc2)c(=O)c1Br	-2.2	-7	6	0	7	-0.1	-35	24	-6
CCn1c2ccccc2c2cc(NC(=S)N3CCOCC3)ccc21	-16	12	-8	-2	19	1.3	-4	30	6
Cc1ccc(N(CC(=O)NCc2ccc(F)cc2)S(=O)(=O)c2cccs2)cc1	-0.2	16	0	-1	10	0.4	-7	37	-21
CCCCNC(=O)c1cccnc1SCC(=O)Nc1ccccc1OC	2.2	23	2	0	10	3.6	14	12	6
COc1cc2c(cc1OC)-c1cc(Nc3ccc4c(c3)OCCO4)nc(=O)n1CC2	-1.4	34	-53	-2	13	0.2	2	50	23
C=CCc1c(C)nc(C)nc1N/N=C/c1ccc(N(C)C)cc1	0.3	4	-68	-4	22	-0.6	-18	-20	6
CCS(=O)(=O)N1CCC(C(=O)N2CCN(Cc3ccccc3)CC2)CC1	-0.4	1	0	-2	5	0.2	1	15	9
CS(=O)(=O)Nc1ccc(C(=O)NCC2CCCO2)cc1 (stereo not given)	-1.6	0	2	0	21	0.0	4	42	4
Nn1c(CN2CCCCC2)nc2ccccc2c1=O	-0.2	9	2	1	18	-0.3	4	16	-8
Cc1nn(-c2ccccc2)c2nc(Cl)c(C(=O)O)cc12	1.5	4	-7	2	7	0.4	4	3	13
CC1(C)CC(=O)C(=Cc2cn(-c3ccccc3)nc2-c2ccc(Cl)cc2)C(=O)C1	-14	28	-4	0	34	0.1	3	105*	11
CCCn1nnnc1NCc1cc(Br)ccc1OC	0.2	x	-1	5	7&3	0.3	-5	-16	5
CCc1nc(Nc2ccc3nccnc3c2)c2oc3ccccc3c2n1	-12	24	-6	-1	14	1.1	-4	23	-10
COC(=O)c1cc2c(C(F)(F)F)nn(C)c2s1	0.7	16	2	2	8	0.4	-1	-16	2
O=[N+]([O-])c1ccc2c(c1Nc1ccccc1)=NC1(CCCCC1)N=2	-5.0	31	3	-1	26	-0.1	4	-5	1
CC1(C)COC(c2cccn2Cc2ccccc2Cl)=N1	-5.0	4	2	-1	11	-0.2	-5	72*	-12
CCCN1C2CCCC1CC(NC(=S)NCCCOCC)C2 (stereo not given)	0.1	-4	1	4	8	1.8	-3	10	11
Cc1ccc(CN2CCN(C(=O)C3CCC3)CC2)cc1	-0.5	25	-1	0	8	0.1	8	47	15
NNC(=O)[C@H]1C[C@@H]1c1ccccc1	1.6	-7	-1	0	2	0.6	2	14	1
CC(C)(C)OC(=O)N1CCN(C(=O)Nc2ccc3c(c2)OCCO3)CC1	0.0	7	-1	-1	4	0.5	-3	-10	2
CC(C)N(C)C(=O)c1ccc(OC2CCN(CCc3ccccc3)CC2)cc1	0.9	5	3	-1	6	-0.6	-2	19	3
O=C1C2CCCN2C(c2cccc(Br)c2)N1c1ccc(F)cc1 (stereo not given)	-0.2	18	-7	-1	3	0.1	-1	10	7
CCSc1ncc(/C=N/Nc2ccccc2)n1C	-2.8	1	-11	0	13	0.0	-2	52	15
COc1ccc(CC(=O)Nc2ccccc2NC(=O)c2ccco2)cc1OC	0.7	7	-12	-1	11	1.9	-5	12	5
O=C(N/N=C/c1ccc(O)cc1)c1cccc(C(F)(F)F)c1	0.7	-4	6	-2	5	1.1	6	43	15
CC1(C)Cc2cccc(C(=O)NC3CCN(Cc4ccccc4)CC3)c2O1	4.3	3	3	6	9	-0.3	1	2	10
CNC(=S)NNC(=O)COc1ccccc1C	-1.1	28	6	-2	9	-0.2	6	-21	13
Cc1nc2ncnn2c(N2CCN(C(=O)c3cccc(F)c3)CC2)c1Cc1ccccc1	2.4	14	-3	-2	6	-1.8	4	-34	-5
Cn1c(NCc2ccco2)nc2c1c(=O)n(Cc1ccc(Br)cc1)c(=O)n2C	-1.1	-4	5	-3	6	-0.3	-1	89*	-7
COC(=O)/C(=C/c1ccc(F)cc1)NC(C)=O	2.3	4	0	2	7	0.7	-2	5	10
O=C(NCC1CCCO1)c1ccc(S(=O)(=O)N2CCC(c3nc4ccc(Cl)cc4[nH]3)CC2)cc1 (stereo not given)	0.9	22	-2	-1	13	1.2	6	1	12
Cn1ncc(Cl)c1C(=O)Nc1sc2c(c1C(N)=O)CCC2	-7.5	-2	-5	-1	12	0.2	0	27	7
COC(=O)C1=C(C)N(c2ccc(OC)cc2)C(C)=C(C(=O)OC)C1c1ccccc1	-3.0	23	-30	-3	4	0.1	-13	-21	-3
COC(=O)C1=C(O)/C(=C\c2ccc(CNC(=O)C(=O)Nc3ccc(C)cc3)o2)N=C1C	-0.9	8	-8	5	9	-0.1	4	69	17
Cc1ccnc2ccc(SC(F)(F)F)cc12	0.9	24	0	-2	7	1.9	-4	13	7
Cc1ccc(NC(=O)CSc2nnc(CCC(=O)O)c(=O)[nH]2)cc1	-0.1	-16	-3	1	7	1.1	-3	3	4
O=C(C[n+]1ccc(C(=O)c2ccccc2)cc1)Nc1ccc(C(F)(F)F)cc1	-7.6	14	3	3	6	0.0	-4	-1	4
Cc1occc1C(=O)NC(C)C1CCCO1 (stereo not given)	0.8	19	3	0	4	1.5	-5	7	-8
COC(=O)Nc1nnc(SCc2ccc(C)cc2)s1	-2.1	-13	-1	1	12	0.7	11	-9	17

Continued.
SMILES	TNF necrop inh	PPC-1+TRAIL kill	Tb hexokinase	Wee1 stabilizer	EP2 antag	zVAD death inh	FXIa inh	CHOP inhibitor	FXIIa inh 1536
O=C(O)CCSC(=S)N1CCOCC1	-0.4	19	-16	-1	9	0.7	2	4	9
O=C(NCc1ccc2c(c1)OCO2)c1ccc(CSCc2ccccc2Cl)o1	1.3	10	11	-1	3	-0.4	6	8	12
S=C1NC[C@H](CC2CCCCC2)N1CCCCC1CCCCC1	-4.5	13	9	x	15	-0.4	0	51	11
Cc1ccc(C(C)C)c(OCC(=O)c2c(O)c3ccccc3oc2=O)c1	-2.9	x	3	-2	11	0.1	x	x	x
CC(=O)c1ccc(N(C(=O)Cn2nnc3ccccc32)C(C(=O)NCc2ccccc2)c2ccccn2)cc1 (stereo not given)	0.7	0	-4	-2	5	1.0	-4	4	13
Oc1ccc2ccccc2c1C=Nc1ccc(N2CCOCC2)cc1	-5.6	30	-23	6	12	1.4	-18	78*	7
O=C(Nc1cccc(Cl)c1)N(Cc1nc2ccccc2c(=O)[nH]1)C1CCCC1	-3.7	10	-8	2	5	-0.1	-7	66	-5
CC(=O)Nc1ccc(S(=O)(=O)N2CCN(C(=O)Cc3ccccc3)CC2)cc1	-0.7	2	-10	2	3	0.0	1	-35	0
COc1ccc(-n2ncc3c(NCCCN4CCOCC4)ncnc32)cc1	-0.4	11	8	5	7	-0.5	-3	-27	12
C=CCn1cccc(C(=O)Nc2ccc(OC)cc2OC)c1=O	-1.3	6	-36	1	6	2.8	-3	-6	8
CCCOc1ccc(C2c3c(oc4ccccc4c3=O)C(=O)N2CCCN2CCOCC2)cc1 (stereo not given)	0.3	-4	-15	-1	9	-0.2	2	-5	17
Clc1ccccc1OCCN1CCCCC1	1.7	2	47	3	12	-0.4	2	25	2
COc1ccc(-n2c(N)c(Br)c(=O)[nH]c2=O)cc1	-0.8	28	0	-1	15	-0.8	10	-2	18
COc1cccc(/C=N/Nc2ncnc3c2ncn3Cc2ccccc2)c1O	-4.3	49	-11	2	7	1.3	-6	68	3
CCCNc1nc(-c2cc(-c3ccc(Cl)cc3)on2)cc(C(C)C)n1	1.7	-6	-9	x	13	1.2	-4	10	2
Cc1cc([N+](=O)[O-])cc(C)c1OCC(=O)N/N=C/c1ccc(OC(=O)c2ccccc2Br)cc1	1.9	7	-6	1	8	0.8	8	14	15
O=C(NC1CCOC1)c1ccc(OC2CCN(CCc3ccccc3)CC2)cc1 (stereo not given)	1.2	13	6	0	9	-2.2	16	-3	36
O=C(Nc1ccccc1)N1CC=C(c2ccccc2)CC1	-1.0	20	-3	0	12	0.2	8	35	18
N#C/C(=N\Nc1ccc([N+](=O)[O-])cc1)C(=N)N1CCOCC1	3.2	12	-48	4	3	0.3	3	-5	16
CCn1c(C)c2c([n+]1CC)CC(C)(C)CC2=O	0.2	10	-2	-1	18	-0.5	2	45	17

High-throughput results as filed in PubChem BioAssay.
